DDE Tn6 FP inh – DD(E)-Tn6 binding inhibition, primary FP screen | Fibrin DD(E) TRITC-Tn6 fluorescence polarization displacement | 370,000 compounds, 0.21% hits | inhibition, % at 8.3 µM | P02675;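 active means inhibition above a per-campaign cutoff: mean of compounds within control limits plus 3 SD, cut at about 15% in these data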;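 further: 0% = median of all compound wells on the plate and 100% = blocking peptide control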
ASAP1 inh – inhibitors of human ASAP1 ArfGAP activity. Q9ULH1. ASAP1-stimulated ARF1 GTP hydrolysis, GDP FP detection. inhibition, % at 16.5 µM. 360,000 compounds, 0.19% hits; in the data active means inhibition above about 25%;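 further: 0% = vehicle with enzyme and substrate and 100% = no enzyme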
Target sequence (Q9ULH1 325-724 limits assumed): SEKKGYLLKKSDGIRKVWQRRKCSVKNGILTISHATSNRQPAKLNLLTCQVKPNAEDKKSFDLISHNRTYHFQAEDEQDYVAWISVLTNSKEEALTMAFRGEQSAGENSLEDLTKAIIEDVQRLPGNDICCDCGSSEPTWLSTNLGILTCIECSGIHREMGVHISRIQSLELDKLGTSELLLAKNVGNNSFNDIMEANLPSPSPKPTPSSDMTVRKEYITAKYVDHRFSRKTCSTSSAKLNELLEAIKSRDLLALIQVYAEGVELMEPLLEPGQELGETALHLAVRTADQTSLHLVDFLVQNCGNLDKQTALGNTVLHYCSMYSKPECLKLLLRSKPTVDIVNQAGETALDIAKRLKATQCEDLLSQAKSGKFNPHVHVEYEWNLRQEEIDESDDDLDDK
PLCg1 inh – inhibitors of human phospholipase C gamma1 | P19174 | purified PLC-gamma1, fluorogenic substrate, fluorescence | inhibition, % at 12.2 µM | 370,000 compounds, 0.84% hits | AID 720700; in the data active means inhibition above about 9.5%
PLC-beta3 inh – PLC-beta3 (human) inhibition, primary screen | Purified PLC-beta3, fluorogenic substrate, fluorescence | inhibition, % at 12.2 µM | 370,000 compounds, 0.18% hits; in the data active means inhibition above about 11%;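 further: 0% = median of compound wells on plate and 100% = full blocker control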
ADAM10 inh – inhibits human ADAM10 | O14672 | recombinant ADAM10, EDANS/DABCYL FRET peptide cleavage, 3 h | inhibition, % at 7 µM | 370,000 compounds, 0.62% hits;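 active means inhibition above a per-campaign cutoff equal to the mean of compounds falling between control-based bounds plus 3 SD, cut at about 20% in these data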;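 further: 0% = DMSO wells while the 100% control is not disclosed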
DDE Tn7 FP inh – DD(E)-Tn7 binding inhibition, primary FP screen | inhibition, % at 8.3 µM | 370,000 compounds, 0.13% hits | P02675 | FP displacement of FITC-Tn7 peptide from fibrin DD(E); 0% = median of compound wells per plate;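 active means inhibition above the mean of compounds falling within the control limits plus 3 SD of them, cut at about 14% in these data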;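 further: 0% = plate median of compound wells and 100% = 10 µM Aha-Tn7 peptide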
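system = human fibrin DD(E) protein | quantity = DD(E) 2 µM final | medium = Tris/NaCl/CaCl2 buffer, pH 7.8 | also added = labelled Tn7 tracer, 0.1 µM | compound dosing = single point at 8.3 µM | timing = compound with protein 10 min, then 3 h after probe, room temperature | signal = FP measurement | benchmarks = Aha-Tn7 high control | repeats = one replicate per compound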
TDP2 inh – TDP2 (human) inhibition, absorbance primary screen; inhibition, % at 12.8 µM; O95551; recombinant TDP2, T5PNP hydrolysis, p-nitrophenol absorbance 415 nm; 370,000 compounds, 0.34% hits;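 active means inhibition above the mean of all tested compounds plus 3 SD, set per campaign, cut at about 25% in these data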;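 further: 0% = DMSO with enzyme and 100% = buffer with substrate but no TDP2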
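Incubation: 2 h at 37 °C; Test system: recombinant human TDP2; Quantity: enzyme 120 nM; Read-out basis: percent inhibition; Medium: 50 mM Tris-HCl pH 7.5 with Mg2+, KCl, DTT, BSA; Repeats: single replicate; Compound: 12.8 µM single point, 1% DMSO; Signal: epi absorbance; Reagent: 5 mM T5PNP chromogenic substrate; Benchmarks: no-enzyme high, DMSO-plus-enzyme low.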
ADAM17 inh – inhibitors of human ADAM17 | AID 720648 | recombinant ADAM17, EDANS/DABCYL FRET peptide cleavage | inhibition, % at 6.95 µM | 370,000 compounds, 0.83% hits;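 active means inhibition above the mean of compounds lying between control limits plus 3 SD, set per campaign, cut at about 8.5% in these data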;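 further: 0% = DMSO-only wells as the low control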
ARFGAP1 inhibitor – inhibits rat ARF GTPase activating protein 1; Q62848; 360,000 compounds, 0.26% hits; inhibition, % at 16.5 µM; Arfgap1-stimulated ARF1 GTP hydrolysis, GDP FP detection; AID 651572;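 active means inhibition above a per-plate limit, mean inhibition of low control wells plus 3 SD, cut at about 25% in these data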;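 further: 0% = DMSO wells with enzyme and 100% = wells lacking Arfgap1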
Target sequence (Q62848 1-136 limits assumed): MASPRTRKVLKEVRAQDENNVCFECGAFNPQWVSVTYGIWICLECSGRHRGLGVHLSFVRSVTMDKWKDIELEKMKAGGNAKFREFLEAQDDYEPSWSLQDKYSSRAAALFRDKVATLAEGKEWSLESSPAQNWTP
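Repeats: one replicate per compound; assay system: rat Arfgap1 catalytic domain, aa 1-136; times: enzyme reaction 120 min at 25 °C after 20 min preincubation; detection: FP of antibody-bound GDP Alexa 633 tracer, ex 620/em 688 nm; benchmarks: high control wells lacking Arfgap1, low control full reaction with DMSO; reagent: human ARF1(Δ1-17)-GTP substrate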
SIAE inh – inhibitors of human sialic acid acetylesterase SIAE. AID 1053197. 370,000 compounds, 0.69% hits. SIAE FP-Rh probe binding, fluorescence polarization. inhibition, % at 9.66 µM;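 active means inhibition above a cutoff: mean of compounds within the control limits plus 3 SD of those, cut at about 17% in these data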;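 further: 0% = plate median of compound wells and 100% = probe without SIAE protein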
Target sequence (Q9HAT2 whole entry, looked up): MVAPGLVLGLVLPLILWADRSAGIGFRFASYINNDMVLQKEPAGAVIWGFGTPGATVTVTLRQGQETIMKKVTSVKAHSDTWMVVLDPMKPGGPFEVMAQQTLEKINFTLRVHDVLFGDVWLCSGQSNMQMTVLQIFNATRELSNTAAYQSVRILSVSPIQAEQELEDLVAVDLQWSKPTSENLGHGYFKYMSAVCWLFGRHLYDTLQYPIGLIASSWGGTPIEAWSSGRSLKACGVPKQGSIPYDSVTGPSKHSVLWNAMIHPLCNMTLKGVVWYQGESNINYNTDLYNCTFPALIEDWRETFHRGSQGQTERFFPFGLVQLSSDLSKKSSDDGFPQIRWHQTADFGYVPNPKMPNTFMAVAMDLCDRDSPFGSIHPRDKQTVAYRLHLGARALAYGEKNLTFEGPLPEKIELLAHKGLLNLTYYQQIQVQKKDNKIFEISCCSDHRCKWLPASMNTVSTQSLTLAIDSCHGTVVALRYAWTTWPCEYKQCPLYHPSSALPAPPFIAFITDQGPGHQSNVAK
Numbers without * were called inactive; i = inactive. Outcome played no part in choosing rows (roughly 3.6% active in at least one column).

Compound	DDE Tn6 FP inh	ASAP1 inh	PLCg1 inh	PLC-beta3 inh	ADAM10 inh	DDE Tn7 FP inh	TDP2 inh	ADAM17 inh	ARFGAP1 inhibitor	SIAE inh
CCn1c(SCC(=O)N2CCCCC2)nnc1-c1ccc(S(=O)(=O)N2CCN(C)CC2)cc1	4	5	-2	0	-6	7	14	2	8	-2
O=C(CN1CCN(c2nc(-c3ccc(F)cc3)cs2)CC1)NCc1ccc2c(c1)OCO2	-4	2	-3	-6	7	5	-15	5	1	-2
O=C(C=Cc1ccccc1)CC(c1ccccc1)N1CCOCC1 (configuration not stated)	-6	4	4	0	-10	4	6	0	1	-1
Cc1ccc2nc3c(c(C(=O)O)c2c1)CCC3	1	-7	-1	-2	-1	0	19	-4	8	-2
O=C(CSC1=NCCN1)NC12CC3CC(CC(C3)C1)C2	6	8	-1	0	-16	-1	6	-4	-21	3
CCOc1ccc(NC(=O)CN(C)S(=O)(=O)c2ccc(-c3ccc(=O)[nH]n3)s2)cc1	-2	-5	3	3	7	0	13	1	-13	-17
CCc1ccccc1NC(=O)c1ccc2nc(N3CCOCC3)sc2c1	7	3	3	1	-1	9	8	1	-4	1
CCN(CCn1cccn1)C(=O)CCc1nnc(C2(c3ccc(Cl)cc3)CCC2)o1	6	10	-1	0	3	2	-6	-3	2	-5
O=C(COC(=O)c1ccccc1C(=O)c1ccc(Cl)cc1)NC(c1ccccc1)c1ccccc1	2	16	3	-5	0	2	-4	-6	13	-10
CCCS(=O)(=O)c1c(S(=O)(=O)CCC)c2c(C)cccn2c1C(N)=O	7	0	0	-1	0	-4	-1	2	11	-2
Brc1ccc(C2CC(c3ccccc3)=Nc3ccccc3N2)cc1 (configuration not stated)	4	-8	-20	-22	-18	-7	0	-4	13	0
CCCn1c(=O)c(C(=O)NCc2ccco2)c(O)c2ccccc21	-4	4	0	3	0	-2	0	2	-4	3
O=C(Nc1ccc(F)cc1)c1ccccc1NS(=O)(=O)N1CCCC1	-2	0	-29	-25	-2	8	3	-6	-3	0
CCC(C)NC(=O)C1c2ccccc2C(=O)N1Cc1ccc(F)cc1 (configuration not stated)	5	4	2	-1	10	1	2	-2	2	-10
COc1ccc(OCC(O)CN2CCN(Cc3ccc4c(c3)OCO4)CC2)cc1 (configuration not stated)	4	10	1	2	-3	6	9	0	-6	1
COc1ccc(C2SCC(=O)N2c2ccc(C)cc2)cc1 (configuration not stated)	1	-17	0	-9	-6	-4	-5	-7	-3	3
COC(=O)C1=C(C)N(Cc2ccc(C)cc2)C(=O)/C1=C\c1ccc(O)c(OC)c1	0	-7	0	-10	7	-8	3	5	11	5
Cc1cc([N+](=O)[O-])ccc1NC(=O)c1csc(C)c1C	9	7	2	0	9	3	-2	4	9	5
C#CCNC(=O)C1=C[C@@H](c2ccc(C#C)cc2)C[C@@H](OCc2ccc(CO)cc2)O1	2	-1	-12	-21	-12	6	-8	2	11	-7
Cc1c(C(=O)CN2CCSCC2)c2ccccc2n1C	2	2	4	2	6	-1	-8	1	-6	2
CSc1ccc(CCNC(=O)CS(=O)(=O)Cc2nc(-c3ccccc3F)oc2C)cc1	-5	-1	1	-6	-7	4	-4	-1	-2	6
COCCCNC(=O)/C=C/c1cccc(Cl)c1	-2	-19	-4	-1	-2	0	2	-3	-12	0
COc1ccc2c(c1)Sc1ccccc1N2	6	4	-21	-31	-11	7	1	-7	12	1
CCOc1cc(OCC)c(C(C)=O)cc1OCC	0	8	-25	-5	-11	4	1	-5	2	-3
Cc1ccc(NC(=O)CN2C(=O)S/C(=C\c3cc(C)n(-c4cccc(C(=O)O)c4)c3C)C2=O)cc1	1	8	-35	-36	-9	-2	0	-2	-1	7
O=C(Nc1nc2cc3c(cc2s1)OCCO3)c1ccc([N+](=O)[O-])o1	-4	6	-1	-9	-7	-3	1	0	-12	12
CC(C)(C)C(=O)Nc1cccc(-c2ccc[nH]2)n1	-11	12	-49	-53	-74	-2	-5	-12	-6	-11
C[C@H](NC(=O)c1nc[nH]c1C(=O)N1CCNCC1)C(=O)OCc1ccccc1	-6	-5	8	3	-12	0	-10	-3	-2	-1
C=CCNC(=O)Cc1c(OC)ccc2cc(Br)ccc12	4	-5	0	2	-1	-2	-6	1	2	-6
Cc1cc(-c2nnc(CCC(=O)N(CC3CC3)CC3CCCO3)o2)no1 (configuration not stated)	0	-6	0	1	-8	10	8	-6	1	-3
COc1ccccc1NS(=O)(=O)c1cccc(-n2c(O)c(C=Nc3ccccc3C(=O)O)c3ccccc3c2=O)c1	-3	-12	-138	-189	-114	7	-7	-40	-14	-2
COc1ccc(CCN2CC(C(=O)NCc3ccco3)CC2=O)cc1OC (configuration not stated)	-1	-5	-2	-3	0	0	3	0	-2	4
COCCN1C(=O)/C(=C/c2ccc(N3CCCC3)cc2)SC1=S	-1	-4	-32	-36	5	-3	1	3	12	-34
COc1ccc(N2C(=O)CC(NC34CC5CC(CC(C5)C3)C4)C2=O)c(OC)c1 (configuration not stated)	-2	-5	-1	9	-2	7	7	-4	-2	3
O=C(NCCCN1CCOCC1)c1ccc2c(c1)N(Cc1cccc(Cl)c1)C(=O)CS2	3	-4	2	1	0	-10	-7	1	16	2
O=C(NC1CCCc2ccccc21)c1cc(F)cc(F)c1 (configuration not stated)	0	0	0	-5	-3	1	-3	4	12	3
C/C(=N\Nc1cccc2cccnc12)c1ccc[nH]1	4	-6	-11	-12	16	0	-11	0	-3	7
Cc1ccccc1OCC(=O)OCC(=O)c1ccc(-c2ccccc2)cc1	0	1	0	0	-1	4	7	0	-4	-3
CC(C)(C)c1csc(NC(=O)c2cccnc2)n1	4	-8	-3	-3	-12	6	7	-2	-7	4
Cn1nc(C(=O)OCC(=O)c2ccccc2)c2ccccc2c1=O	-2	-6	2	-10	-7	-1	6	-7	-3	-2

Random excerpt: 2 entries already listed
Compound	DDE Tn6 FP inh	ASAP1 inh	PLCg1 inh	PLC-beta3 inh	ADAM10 inh	DDE Tn7 FP inh	TDP2 inh	ADAM17 inh	ARFGAP1 inhibitor	SIAE inh
C=CCNC(=O)Cc1c(OC)ccc2cc(Br)ccc12	4	-5	0	2	-1	-2	-6	1	2	-6
O=C(Nc1ccc(F)cc1)c1ccccc1NS(=O)(=O)N1CCCC1	-2	0	-29	-25	-2	8	3	-6	-3	0

New compounds follow:
Compound	DDE Tn6 FP inh	ASAP1 inh	PLCg1 inh	PLC-beta3 inh	ADAM10 inh	DDE Tn7 FP inh	TDP2 inh	ADAM17 inh	ARFGAP1 inhibitor	SIAE inh
O=C1c2ccccc2NC(c2ccncc2)N1c1ccccn1 (configuration not stated)	-4	-8	i	i	i	4	15	-339	-12	-7
CN(Cc1ccccc1)C(=O)CCC(=O)N(C)Cc1ccccc1	8	-18	-1	2	-3	2	-13	0	6	-9
CCOC(=O)/C(C#N)=C/c1ccc(SC)cc1	6	0	1	1	2	-10	-3	-2	7	1
CCC(C)C1NC(=S)N(C2CCCCC2)C1=O (configuration not stated)	7	-6	3	5	2	-1	2	0	-1	2
COC(=O)[C@@]12C[C@@H](CC(=O)NCc3cccs3)C(=O)N(Cc3ccc4c(c3)OCO4)C1=CCC(C)(C)C2	4	4	-1	0	9	3	1	1	2	1
CCOC(=O)C1(Cc2cccc(F)c2)CCN(CC2CC2)CC1	4	3	2	4	-3	-1	11	-1	-3	4
CCN(CC)c1ccc(/C=C2/SC(=O)N(C(C)C)C2=O)o1	4	0	-9	-13	2	7	11	2	6	7
COC(=O)[C@]1(C)N[C@H](c2ccc(-c3ccc(Cl)c(Cl)c3)c(OC)c2)[C@@H]2C(=O)N(C)C(=O)[C@@H]21	4	19	-6	-5	-7	4	6	-2	-8	-2
COc1ccc(S(=O)(=O)N2CCOC2CNC(=O)C(=O)NCCc2c[nH]c3ccccc23)cc1 (configuration not stated)	-8	-4	2	0	8	-6	6	2	-2	2
CCOc1ccccc1-n1c(SCC(=O)NC(C)(C)C)nnc1-c1ccoc1C	5	-10	-1	2	0	5	7	-4	-3	4
CC(=O)NCC(=O)NC(Cc1ccccc1)C(N)=O (configuration not stated)	-5	-2	2	1	2	-5	-3	-1	1	-2
O=C(Cn1c(NCCO)nc2ccccc21)c1ccc(F)cc1	-8	2	-52	-2	1	0	18	0	0	3
CCOc1ccc(-n2c(-c3ccccc3)nnc2-c2ccccc2)cc1	4	-7	2	4	-2	-1	2	-2	-2	-4
Cc1cccc(NC(=O)C(C)OC(=O)CNC(=O)C2CCCCC2)c1 (configuration not stated)	3	2	1	6	-9	-3	-5	-2	7	-10
CCOC(=O)C1=C(NC(=S)NC(=O)c2ccccc2)c2ccccc2CC1C(C)C (configuration not stated)	-4	5	-4	-4	5	-1	-4	-3	9	-9
COc1ccc(Cl)cc1NC(=S)NCCC(c1ccccc1)c1ccccc1	-2	-2	0	-2	11	7	-5	9.8*	16	-100

Part of the list above in order of SMILES length, smallest number first:
Compound	DDE Tn6 FP inh	ASAP1 inh	PLCg1 inh	PLC-beta3 inh	ADAM10 inh	DDE Tn7 FP inh	TDP2 inh	ADAM17 inh	ARFGAP1 inhibitor	SIAE inh
O=C(Cn1c(NCCO)nc2ccccc21)c1ccc(F)cc1	-8	2	-52	-2	1	0	18	0	0	3
CCOc1ccc(-n2c(-c3ccccc3)nnc2-c2ccccc2)cc1	4	-7	2	4	-2	-1	2	-2	-2	-4
CCOc1ccccc1-n1c(SCC(=O)NC(C)(C)C)nnc1-c1ccoc1C	5	-10	-1	2	0	5	7	-4	-3	4

(more compounds)
Compound	DDE Tn6 FP inh	ASAP1 inh	PLCg1 inh	PLC-beta3 inh	ADAM10 inh	DDE Tn7 FP inh	TDP2 inh	ADAM17 inh	ARFGAP1 inhibitor	SIAE inh
Cc1cc(=O)[nH]c2c1c(C)nn2-c1ccccc1	4	-4	-1	0	-16	5	-1	-7	4	0
CCOc1ccc(C2C(C(=O)c3ccco3)=C(O)C(=O)N2CCCn2ccnc2)cc1OC (configuration not stated)	2	-3	-9	-19	0	1	-9	-2	-3	1
CC(=O)Nc1nc(C)c(Cc2ccccc2)c(=O)[nH]1	9	0	-1	-1	-4	3	-3	-2	-8	5
CC[C@]12c3[nH]c4cc(-c5ccco5)ccc4c3CCN1C(=O)[C@@H](CC(=O)NCCc1ccccn1)C[C@@H]2C(=O)N1CCN(C(=O)C2CC2)CC1	4	-9	i	i	i	7	-2	-180	5	-2
CCCCc1nnc(NC(=O)C(=O)OCC)s1	-3	4	7	0	-7	4	-7	-5	-8	4
